FLuc modulator – qHTS profiling assay for firefly luciferase inhibitor/activator using purifed enzyme and Km concentrations of substrates (counterscreen for miR-21 project); Potency, µM (series often up to 57.5 µM), inactives show top-dose activity change, negative = inhibition, actives largely listed as inhibitors; Luciferin 4-monooxygenase (Photinus pyralis), P08659; 360,000 tested, 6.9% active; AID 588342, 2011; purified FLuc, Km substrates, luminescence inhibition; active means well fitted inhibition curve with a large enough effect; inconclusive means small, poorly fitted or top-dose-only effect;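 further: plate controls were vehicle for no effect and reference inhibitor for full effect; nearly all actives have a fitted effect of over 55% in size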
Target sequence (P08659 whole entry, looked up): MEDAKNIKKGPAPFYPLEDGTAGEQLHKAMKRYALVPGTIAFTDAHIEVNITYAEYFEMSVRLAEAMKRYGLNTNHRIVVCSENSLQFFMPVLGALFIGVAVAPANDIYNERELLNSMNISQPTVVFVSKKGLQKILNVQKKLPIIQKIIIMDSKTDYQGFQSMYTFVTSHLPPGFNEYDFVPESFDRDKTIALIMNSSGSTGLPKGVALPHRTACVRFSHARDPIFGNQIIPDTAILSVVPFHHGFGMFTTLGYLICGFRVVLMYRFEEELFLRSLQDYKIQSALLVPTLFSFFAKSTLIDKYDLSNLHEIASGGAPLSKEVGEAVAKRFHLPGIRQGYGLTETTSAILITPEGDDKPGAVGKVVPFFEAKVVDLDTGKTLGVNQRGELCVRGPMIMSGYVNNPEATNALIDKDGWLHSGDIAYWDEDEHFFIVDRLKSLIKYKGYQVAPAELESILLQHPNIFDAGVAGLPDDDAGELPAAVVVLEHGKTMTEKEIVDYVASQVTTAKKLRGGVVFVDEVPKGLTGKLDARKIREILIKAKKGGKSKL
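Purified P. pyralis luciferase, 10 nM final, with Km-level 10 uM D-luciferin and 10 uM ATP in 50 mM Tris acetate pH 7.5, 10 mM Mg acetate, 0.01% Tween-20, 0.05% BSA; 6-point qHTS titration about 60 µM downward; luminescence read.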
Active calls of the source: *; ? = inconclusive. Potency means the concentration at half of the fitted maximal effect. An excerpt; count on the stated rates, not on these rows.

SMILES	FLuc modulator
Cc1cc(C)c(NC(=O)CSc2nc(-c3ccc(F)cc3)nc3c2Cc2c(CO)cnc(C)c2O3)c(C)c1	3%
Cc1cccc(NC(=O)c2sc3nc4c(cc3c2N)CN(C(C)C)CC4)c1	-20%
CCCCCCOc1ccc(C2C(=O)N(C3CCCCC3)CC(=O)N2CCC)cc1 (stereo unspecified)	-1%
Cc1nc(N2C(=O)c3oc4ccccc4c(=O)c3C2c2cccc(OCCC(C)C)c2)sc1C (stereo unspecified)	2%
Cc1cccc(OCCSc2nc3ccccc3n2CC(=O)N2CCOCC2)c1	-1%
CCCOc1ccc(CN(C(=O)c2cc(=O)c3ccc(C)cc3o2)C2CCS(=O)(=O)C2)cc1 (stereo unspecified)	-5%
Fc1ccc(C(NCCc2ccc(Cl)cc2)c2nnc(-c3ccccc3Cl)o2)cc1 (stereo unspecified)	-3%
Cc1ccc(-n2nc(C(=O)N3CCC(C)CC3)c(=O)n(C)c2=O)cc1	-1%
CC1CCN(c2oc(-c3ccc(COc4ccc(Cl)cc4)o3)nc2C#N)CC1	-2%
CCCNC(=O)c1ccc(-c2nc(CS(=O)(=O)c3ccc(C)cc3)c(C)o2)cc1	-7%
COCc1cc(C)nc2sc(C(=O)Nc3cc(C)ccc3F)c(N)c12	?
CCCN(C(=O)c1cc2ccc3cccnc3c2[nH]1)c1ccc(F)cc1	?
Cc1ccc(-n2cnc3cc(C(=O)NCCC4=CCCCC4)ccc32)c(C)c1	-13%
COC(=O)Cn1c(CN2CCN(c3ccc(OC)cc3)CC2)nc2c1c(=O)[nH]c(=O)n2C	5%
CCOc1cccc(C2c3[nH]c4ccccc4c3CCN2C(=O)CSc2ccccc2)c1 (stereo unspecified)	-3%
Cc1ccccc1Nc1c(-c2c(F)cccc2Cl)nc2ccc(Br)cn12	1%
COc1ccc(-c2noc(CNC(=O)c3ccco3)n2)cc1	1%
O=C(Nc1ccccc1-c1nc2ccccc2s1)c1ccc(F)cc1	-1%
CC(C)(C)C1CCc2onc(C(=O)Nc3sc4c(c3C#N)CCCC4)c2C1 (stereo unspecified)	?
COc1ccc(Cc2nnc(C(=O)NCCCN3CCN(c4ccccc4F)CC3)o2)cc1OC	-7%
COc1ccc(NC(=O)c2ccc(-c3nc(COc4ccccc4)c(C)o3)cc2)cc1	0%
CCC(C)Sc1oc(-c2ccco2)nc1S(=O)(=O)c1ccc(Cl)cc1 (stereo unspecified)	-1%
COc1ccc(-c2cc(C(=O)N3CCN(c4ccccc4OC)CC3)c3cc(C(C)C)ccc3n2)cc1	-8%
COc1cc(OC)c(OC)cc1CNCCSc1nnnn1-c1ccccc1	-1%
COc1cc(NC(=O)c2cc(-c3cccc(Cl)c3)on2)c(OC)cc1Cl	4%
Other entries follow.
SMILES	FLuc modulator
O=c1c2ccccc2n2c(-c3ccc(Cl)cc3)nnc2n1CCc1ccccc1	?
COc1ccccc1C(=O)Nc1cccc(C(=O)OCc2cc(=O)n3nc(C)sc3n2)c1	-8%
Cc1cc(C)c2c(c1)c(C)cc1nnc(SCC(=O)c3ccc(F)cc3)n12	6%
O=S(=O)(Nc1ccc(OC(F)(F)F)cc1)c1ccc(N2CCCCS2(=O)=O)cc1	-16%
O=C(NCC(c1ccco1)S(=O)(=O)c1cccs1)c1ccc(F)cc1 (stereo unspecified)	-1%
CC(CNC(=O)Cn1ncc2c3ccccc3n(Cc3cccc(Cl)c3)c2c1=O)c1ccccc1 (stereo unspecified)	3%
CCOC(=O)c1cccc(NC(=O)c2ccc3nc(C(C)C)oc3c2)c1	?
Cc1nc2nc(SCC(=O)NC3CCC(C)CC3)nn2c(C)c1Cc1ccccc1 (stereo unspecified)	-12%
COc1ccc(C)cc1NS(=O)(=O)c1ccc2c(c1)[C@H]1C=CC[C@H]1[C@@H](c1cccc(Cl)c1)N2	-20%
COc1ccc(N2CCN(C(=O)Cc3c(C(=O)O)c(C)cn3C)CC2)cc1	-7%
COc1ccccc1-c1noc(CCCC(=O)Nc2cccc(C(F)(F)F)c2)n1	-13%
COc1ccccc1N(CC(=O)Nc1ccccc1F)S(C)(=O)=O	6%
CCN(Cc1ccccc1)C(=O)Cn1c(=O)n(-c2ccc(Cl)cc2)c(=O)c2c(C)c(C(=O)N(C)C)sc21	2%
COc1ccc(CCNC(=O)C(=O)NCC(c2cccs2)S(=O)(=O)c2ccccc2)cc1 (stereo unspecified)	-12%
COc1ccc(C)cc1NC(=O)C(=O)NCCc1csc(-c2ccc(C)cc2)n1	-1%
Cc1ccc(/C=C/c2onc(C)c2S(=O)(=O)N2CCC(C(=O)N3CCOc4ccc(C)cc43)CC2)cc1	-3%
CCC(CC)C(=O)Nc1c(C(=O)N2CCN(c3ccccc3F)CC2)oc2ccccc12	-15%
CCc1cnc2c(c1SCC(=O)N1CCC(C)CC1)c(=O)n(C)c(=O)n2C	1%
CCOC(=O)N1CCc2c(sc3c2c(=O)n(Cc2ccccc2)c(=O)n3Cc2ccccc2Cl)C1	3%
CCN1CCC(N(Cc2ccc3c(c2)OCO3)C(=O)Nc2cc(Cl)ccc2C(=O)OC)CC1	1%
Cc1cccc2sc(N(CCCN(C)C)C(=O)COc3ccccc3)nc12	-5%
CCn1nc(C)c2c(-c3ccccc3)cc(=O)n(C(C)C(=O)NCCc3ccc(Cl)cc3)c21 (stereo unspecified)	0%
O=C(CSc1nc2c(sc3ccccc32)c(=O)n1CCCC(=O)NC1CCCC1)Nc1ccc(F)cc1	-2%
Cc1ccc(CNC(=O)C2CCN(c3nc4ccc(C)cc4[nH]3)CC2)cc1	-11%
COc1ccccc1CCNC(=O)C1(c2cccs2)CCOCC1	0%

The closing 4 compounds of the section before open the next one.
SMILES	FLuc modulator
CCn1nc(C)c2c(-c3ccccc3)cc(=O)n(C(C)C(=O)NCCc3ccc(Cl)cc3)c21 (stereo unspecified)	0%
O=C(CSc1nc2c(sc3ccccc32)c(=O)n1CCCC(=O)NC1CCCC1)Nc1ccc(F)cc1	-2%
Cc1ccc(CNC(=O)C2CCN(c3nc4ccc(C)cc4[nH]3)CC2)cc1	-11%
COc1ccccc1CCNC(=O)C1(c2cccs2)CCOCC1	0%
CCOc1ccc(-n2ccnc2SCC(=O)Nc2nc3ccc(C)cc3s2)cc1	3%
COc1ccc(OC)c(Nc2nc(-c3ccc(C)cc3)nc3ccccc23)c1	0%
Cc1cccc(NC(=O)Cn2nc(C)c3nn(-c4ccc(Cl)cc4)c(C)c3c2=O)c1C	-2%
Cc1oc(-c2ccc(C(=O)NCc3ccccc3F)cc2)nc1COc1ccccc1	-1%
Cc1nn(C(=O)c2ccc(Br)cc2)c(C)c1Sc1ccccc1	-16%
O=C(C1CCC(Cn2c(=O)c3sccc3n(Cc3ccccc3)c2=O)CC1)N1CCCCC1 (stereo unspecified)	-9%
COc1ccc(C)cc1NS(=O)(=O)c1ccc2[nH]c(=O)c(=O)[nH]c2c1	-7%
CCOC(=O)c1ccc(NC(=O)CN(c2ccc(C)cc2)S(=O)(=O)c2ccc(OC)cc2)cc1	4%
Cc1ccc(Cn2ccnc2SCC(=O)Nc2nnc(C)s2)cc1	-14%
CCCOc1ccc(C(=O)Nc2cccc(NC(=O)c3ccc(Cl)cc3Cl)c2)cc1	-1%
CCOC(=O)c1c(C)oc2nc(C)nc(NCC3CCN(Cc4ccc(C)cc4)CC3)c12	-2%
CCOc1ccccc1C(=O)N(Cc1ccc(N(C)C)cc1)CC1CCCO1 (stereo unspecified)	-1%
Cc1ccc(C(=O)Nc2nc3n(n2)C(c2ccc(F)cc2)C=C(c2ccccc2)N3)cc1 (stereo unspecified)	?
COc1ccc(NC(=O)Cn2c(=O)n(CCCCCC(=O)NCc3ccc4c(c3)OCO4)c(=O)c3sccc32)cc1Cl	-8%
Cc1ccc(/C=C/C(=O)Nc2ccc(Cl)cc2Cl)cc1	-1%
Cc1ccc(-c2c3c(=O)n(C)c(=O)n(C)c3c3n2-c2ccccc2NC3c2ccc(C)cc2O)cc1 (stereo unspecified)	-9%
COc1ccc2c(c1)CC(C(=O)NCCN1CCN(c3ccccc3F)CC1)CO2 (stereo unspecified)	-2%
Cc1cccc(NC(=O)Cn2nc(-c3ccc(Cl)cc3)c3ccccc3c2=O)c1	-1%
Cc1cc(C)c(NC(=O)Cn2c(=O)n(Cc3ccc(C(=O)NCc4ccco4)cc3)c(=O)c3sccc32)c(C)c1	-2%
COc1ccc(C(F)(F)F)cc1NC(=O)c1sc2nc(-c3cccs3)ccc2c1N	-1%
Clc1cccc(-n2cc(-c3ccccc3)c3c(N4CCCCC4)ncnc32)c1	0%
COc1ccc(N2CCN(CC(O)COc3ccc(C(C)C)c(C)c3)CC2)cc1 (stereo unspecified)	5%
O=C(Nc1sc2c(c1C(=O)NCc1cccnc1)CCCC2)c1cc(=O)c2ccccc2o1	5%
COc1ccc(CCN2C(=O)N(c3cccc(C)c3)C(=O)C2CC(=O)Nc2ccccc2)cc1OC (stereo unspecified)	-8%
Cc1cccc(NC(=O)Nc2nnc(N3CCCC3)s2)c1	-3%
Next entries.
SMILES	FLuc modulator
O=C(CCn1cnc2onc(-c3ccc(F)cc3)c2c1=O)N1CCN(c2cccc(Cl)c2)CC1	-2%
Cc1ccc(OC(=O)c2cc(-c3ccccc3)nc3ccc(C)cc23)cc1	-7%
CCOC(=O)c1ccc(Nc2c(-c3cccc(O)c3)nc3nc[nH]n23)cc1	6%
COc1ccc(-c2[nH]c(-c3ccc(F)cc3)nc2SCC(=O)Nc2ccc(OC)c(OC)c2)cc1	3%
COc1ccc(CCNC(=O)c2ccc3[nH]c(C)c(C)c3c2)cc1OC	-14%
CC(=O)Nc1ccc(NC(=O)CCCc2nc(-c3ccc(C(C)(C)C)cc3)no2)cc1	2.7µM*
CCCC1N=C2c3ccccc3N=C(SCC(=O)NCCc3ccc(Cl)cc3)N2C1=O (stereo unspecified)	4%
CCN(CC)S(=O)(=O)c1cccc(C(=O)Nc2ccccc2C(=O)Nc2ccc(OC)cc2)c1	8.5µM*
Cc1ncc(CO)c2c1Oc1nc(-c3ccccc3)nc(SCC(=O)Nc3cccc(C(F)(F)F)c3)c1C2	-6%
CCCCN(CCCNC(=O)c1c(C)oc2nc[nH]c(=O)c12)Cc1ccccc1	-2%
O=C(Nc1ccc(F)cc1)Nc1nnc(SCC(=O)N2CCCCC2)s1	5%
CCOC(=O)CNC(=O)N1[C@H](c2cccs2)[C@@H](C)C(=O)[C@@H](C)[C@@H]1c1cccs1	-6%
COc1ccc(CNC(=O)CN2C(=O)CC(c3ccc(C)c(C)c3)=Nc3ccccc32)cc1	?
CCc1ccc(-c2[nH]nc3nc(-c4cc(OC)ccc4OC)cc(C(=O)O)c23)cc1	1.9µM*
COC(=O)c1ccccc1NC(=O)Cn1nc(C(F)(F)F)c2c1CCCC2	-14%
COCCCNC(=O)C1CCN(c2nc3ccc(C)cc3[nH]2)CC1	1%
COc1cccc(-n2cc(C(=O)Nc3cc(C)c(Cl)cc3OC)c3ccccc3c2=O)c1	-5%
Cc1ccc(-c2cnc(NCc3ccc(C(C)C)cc3)n2C)cc1	-9%
CCOc1ccc(-n2cc(-c3ccccc3)c3c(NCc4ccc(F)cc4)ncnc32)cc1	-3%
Cc1c(C(=O)Nc2nc(-c3ccc(F)cc3)ns2)oc2ccc(Cl)cc12	-8%
Cc1cccc(NC(=O)c2cc(CN3CCOCC3)on2)c1C	-2%
CCC(=O)N1CCc2cc(CNS(=O)(=O)c3ccc(Br)s3)ccc21	-16%
CCOC(=O)c1c(C)sc(-c2c(-c3ccc(OC)c(F)c3)[nH]c3[nH]c(=O)[nH]c(=O)c23)c1O	-2%
COc1ccc(CN(Cc2ccco2)c2cnc(S(C)(=O)=O)nc2C(=O)Nc2ccc(F)cc2)cc1	1%
CC1Cc2cc(S(=O)(=O)CCC(=O)Nc3cccc(F)c3)ccc2N1C(=O)C1CC1 (stereo unspecified)	-3%

In another format: two of the compounds above
| Structure | FLuc modulator |
| --- | --- |
| CCOC(=O)CNC(=O)N1[C@H](c2cccs2)[C@@H](C)C(=O)[C@@H](C)[C@@H]1c1cccs1 | -6% |
| COc1ccc(CNC(=O)CN2C(=O)CC(c3ccc(C)c(C)c3)=Nc3ccccc32)cc1 | ? |

Looked up by structure from the list above, 2 records:
SMILES	FLuc modulator
COc1cccc(-n2cc(C(=O)Nc3cc(C)c(Cl)cc3OC)c3ccccc3c2=O)c1	-5%
Cc1ccc(OC(=O)c2cc(-c3ccccc3)nc3ccc(C)cc23)cc1	-7%

More compounds:
SMILES	FLuc modulator
Cc1ccc(C)c(NC(=O)CSc2nnc(NC(=O)Nc3ccccc3)s2)c1	-20%
COc1cccc(C(=O)NCCSc2c(-c3ccc(F)cc3)[nH]c3ccccc23)c1OC	5%
CC(=O)Nc1ccc(S(=O)(=O)NC2(C(F)(F)F)C(=O)Nc3c2c(=O)[nH]c(=O)n3-c2cccc(Cl)c2)cc1 (stereo unspecified)	-12%
N#Cc1c[nH]n2c(NC3CCCCC3)c(-c3ccccc3F)nc12	-7%
COCCCNC(=O)c1sc2nc(C)c(C(=O)Nc3ccc(Cl)cc3)c(-c3ccc(Br)cc3)c2c1N	1%
CCCCCSc1nnc2c(n1)[nH]c1c(C)cccc12	-12%
Cc1ccc(S(=O)(=O)N2CCCc3cc(NS(=O)(=O)c4cc(C)ccc4C)ccc32)cc1	-7%
Cc1cc(C)cc(NC(=O)CSCn2nnc3c(=O)[nH]c(Cc4ccc(F)cc4)nc32)c1	-11%
Cc1ccc(Cl)cc1NC(=O)c1oc2c(c1C)-c1[nH]ncc1CC2	-2%

Arranged by SMILES length (ascending): part of the list above
SMILES	FLuc modulator
CCCCCSc1nnc2c(n1)[nH]c1c(C)cccc12	-12%
CCCCN(CCCNC(=O)c1c(C)oc2nc[nH]c(=O)c12)Cc1ccccc1	-2%
CCCOc1ccc(CN(C(=O)c2cc(=O)c3ccc(C)cc3o2)C2CCS(=O)(=O)C2)cc1 (stereo unspecified)	-5%
COc1ccc(CN(Cc2ccco2)c2cnc(S(C)(=O)=O)nc2C(=O)Nc2ccc(F)cc2)cc1	1%

Source: PubChem BioAssay
